Compound activity as filed in PubChem.
Tb PYK inh = qHTS of Trypanosoma Brucei Inhibitors. pyruvate kinase (Trypanosoma brucei), Q57TT1. TbPYK enzyme, Kinase-Glo Plus ATP luminescence, 45 min. Potency, µM (doses to about 76.8 µM), for the others: top-dose activity, negative = inhibition, most hits filed as inhibitors. 410,000 tested, 0.12% active. AID 624173, 2012; note: nearly all actives have a fitted effect of over 50% in size
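TbPYK + substrate in 50 mM TEA pH 7.2, 100 mM KCl, 10 mM MgCl2, 0.05% BSA, 0.01% Tween-20; cpd pinned; ADP 130 uM final; 45 min RT; Kinase-Glo Plus 10 min; luminescence endpoint.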
Pf growth 96h = Primary qHTS for delayed death inhibitors of the malarial parasite plastid, 96 hour incubation; AID 504834, 2011; P. falciparum luciferase reporter growth, 96 h; Potency, µM (highest dose often 28.7 µM), for inactives: top-dose activity change, negative = inhibition, usual class: inhibitors; 320,000 tested, 6.9% active
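96 h incubation, 37 C, 5% CO2, of luciferase-reporter P. falciparum-infected RBCs (2% hematocrit, 0.05% parasitemia final) with test compounds; endpoint luminescence.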
LmPK inh = qHTS Assay for Inhibitors of Leishmania Mexicana Pyruvate Kinase (LmPK); Q27686; purified LmPK, Kinase-Glo ATP luminescence, 1 h; Potency, µM (highest dose often 57.5 µM), inactives show top-dose activity change, negative = inhibition, hits mostly inhibitors; 290,000 tested, 0.37% active
Target sequence (Q27686 whole entry, looked up): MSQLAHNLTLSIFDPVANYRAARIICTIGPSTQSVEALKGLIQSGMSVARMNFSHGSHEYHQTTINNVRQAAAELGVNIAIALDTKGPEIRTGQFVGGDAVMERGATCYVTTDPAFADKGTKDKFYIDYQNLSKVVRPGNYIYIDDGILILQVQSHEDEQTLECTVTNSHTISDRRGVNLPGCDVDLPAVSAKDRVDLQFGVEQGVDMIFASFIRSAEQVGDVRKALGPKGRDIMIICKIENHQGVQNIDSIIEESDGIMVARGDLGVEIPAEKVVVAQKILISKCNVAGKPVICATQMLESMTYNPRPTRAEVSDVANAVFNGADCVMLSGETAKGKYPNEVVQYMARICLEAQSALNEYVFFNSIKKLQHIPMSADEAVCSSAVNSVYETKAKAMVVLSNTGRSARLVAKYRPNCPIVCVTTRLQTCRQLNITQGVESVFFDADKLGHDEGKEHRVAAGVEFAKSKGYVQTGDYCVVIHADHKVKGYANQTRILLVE
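In 50 mM imidazole pH 7.2 with 7 mM MgCl2, LmPK (0.1 nM) turned over PEP (0.5 mM) and ADP (0.1 mM) for 1 h at room temperature. Luciferase read-out of ATP.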
Sm TGR block = qHTS Assay for the Inhibitors of Schistosoma Mansoni Peroxiredoxins; Potency, µM (highest dose often 114 µM), without a hit: at the highest dose activity change, negative = inhibition, actives largely listed as inhibitors; 360,000 tested, 3% active; purified TGR, DTNB reduction, TNB absorbance 405 nm; Schistosoma mansoni thioredoxin glutathione reductase (TGR), Q962Y6; note: nearly all actives have a fitted effect of over 60% in size
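First, TGR (20 nM dispensed) and NADPH were mixed with compound. Second, a 15 min room-temperature incubation followed. Third, further NADPH and then DTNB were added to start the reaction. Finally, TNB absorbance was monitored kinetically.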
HCV inh = qHTS Assay for Inhibitors of Hepatitis C Virus (HCV); Huh7.5.1 HCVcc-Cre infection, luciferase reporter, 44 h; Potency, µM (top dose mostly 41.8 µM), for the others: at the highest dose activity change, negative = inhibition, most hits filed as inhibitors; 340,000 tested, 3.4% active; AID 651820, 2012
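Cells (1,000/well) were plated 4 h before compound, then infected with HCVcc-Cre virus (~0.5 moi). After 44 h further culture, infection was read as luciferase luminescence following a 15 min substrate incubation at room temperature.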
Pf growth 48h = Primary qHTS for delayed death inhibitors of the malarial parasite plastid, 48 hour incubation; AID 504832, 2011; P. falciparum luciferase growth in erythrocytes, 48 h; 310,000 tested, 5.9% active; Potency, µM (highest dose often 28.7 µM), without a hit: top-dose activity change, negative = inhibition, usual class: inhibitors
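First compound was added to culture medium, then infected red cells at 0.1% parasitemia and 2% hematocrit (final). After incubation at 37 C under 5% CO2, luciferase detection reagent was dispensed and light output recorded.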
* = called active by the depositor; ? = inconclusive; . = not tested or not shown; & = joins results of further samples; [ ] = dose if it differs, or a comment. Calls come from the whole dose curve; as a rule, active = well fitted curve in the direction sought with a large enough effect; inconclusive = small, poorly fitted or top-dose-only effect, or another doubt; inactive = no such curve, though single readings can be large; an effect the other way counts as inactive or inconclusive. % is set by controls: 0 for no effect and ±100 for the full control effect; potency is the fitted concentration of half-maximal effect. Rows were taken by chance (roughly 16% active in at least one column).

compound,Tb PYK inh,LmPK inh,Pf growth 48h,HCV inh,Pf growth 96h,Sm TGR block
CCOC(=O)c1c(NC(=S)N2CCN(C)CC2)sc2c1CCN(C(=O)OCC)C2,-22.3%,-2.2%,13.1µM*,6.31µM*,11.7µM*,7.1%
Cc1cc(-c2nnc(CCC(=O)NC(C)c3ccccc3Cl)o2)no1 (configuration not stated),0.2%,-1.2%[11.5 µM],13.3%,10.6%,22.7%,0.5%
COc1ccccc1NC(=O)Cc1noc(CN(C)Cc2cccs2)n1,5.8%,-3.7%,-21.9%,?,5.86µM*,-4.1%
COc1cccc(NC(=O)c2ccc(C(=O)c3ccccc3)o2)c1,-1.0%,0.5%,0.3%,?,?,14.2%
Cc1cccc(NC(=O)CN(CC2CCCO2)C(=O)c2oc3ccccc3c2C)c1C (configuration not stated),-7.8%,.,?,2.2%,-24.5%,9.7%
Cc1cc(C)n(CC(=O)N/N=C/c2cccs2)n1,1.3%,-6.9%,-14.6%,33.1%[activator],5.6%,11.9%
Cc1[nH]c(C)c(S(=O)(=O)NCc2ccc(Cl)cc2)c1C(=O)N1CCCC1,-17.6%,2.9%,8.1%,10.3%,2.6%,-1.2%
CN(C)S(=O)(=O)N1CCC(n2nccc2NC(=O)CCc2ccccc2)CC1,-9.8%,-15.0%,8.9%,8.4%,25.4%,5.0%
Cc1ccc(O)c(C(=O)CC(=O)c2ccc(Cl)cc2)c1,-1.5%,5.6%,?,22.4µM*,?,-1.6%
COc1cc2ccccc2cc1C(=O)Nc1ccccc1N1CCN(S(C)(=O)=O)CC1,0.2%,0.9%,?,?,.,8.2%
Cc1ccccc1NC(=O)c1nn(-c2ccc(F)c(F)c2)ccc1=O,-2.2%,2.2%,11.5%,3.6%,-66.0%[5.75 µM],0.2%
CCN1C(=NCc2ccco2)N[C@@H](c2cccc(C(F)(F)F)c2)C(C(=O)OC)=C1C,-11.2%,-10.1%,?,?,45.2%[activator],1.7%
CCc1ccc(-c2nc(CSCC(=O)NCc3ccco3)c(C)o2)cc1,-1.7%,5.4%,?,-18.3%,-5.1%,28.2µM*
CC(=O)Nc1ccc(S(=O)(=O)N2CCSCC2)cc1,6.7%,2.0%,.,21.0%,-10.7%,5.0%
CN1C(=O)S/C(=C/c2cccnc2)C1=O,5.4%,5.3%,-8.0%,8.4%,-6.0%,-7.4%
Cc1cccc(C(=O)NN(C)c2nc(-c3ccccc3)nnc2C(F)(F)F)c1,0.0%,2.5%,39.0%[activator],-1.4%,53.1%[activator],-14.7%
COC(=O)CCC(=O)Nc1ccc(S(=O)(=O)Nc2nc(C)cc(C)n2)cc1,-1.6%,0.0%,18.1%,14.8%,?,-20.5%
N=c1oc2ccccc2cc1C(=O)Nc1cccc(F)c1,-0.6%,-3.5%,30.0%,9.9%,?,-0.1%
Oc1ccc(N=Cc2ccc(OCc3ccccc3)cc2)cc1,-22.9%,-26.7%,?,?,?,3.98µM*
COc1ccc(-c2noc3c2-c2nc(-c4cccc(C)c4)sc2CC3)cc1,0.0%,-0.9%,18.1%,1.2%,-5.9%,-9.2%

Overlap with the part before: two compounds, then new ones.
compound,Tb PYK inh,LmPK inh,Pf growth 48h,HCV inh,Pf growth 96h,Sm TGR block
Oc1ccc(N=Cc2ccc(OCc3ccccc3)cc2)cc1,-22.9%,-26.7%,?,?,?,3.98µM*
COc1ccc(-c2noc3c2-c2nc(-c4cccc(C)c4)sc2CC3)cc1,0.0%,-0.9%,18.1%,1.2%,-5.9%,-9.2%
Cc1cc(NCc2cccnc2)nc(N)n1,-3.8%,-0.4%,-5.1%,3.5%,2.8%,17.7%
O=C(NCc1ccc(Cl)cc1)c1cccc(S(=O)(=O)N2CCCC2)c1,5.8%,.,-5.7%,5.1%,-4.6%,-0.2%
O=C(C1CCN(S(=O)(=O)c2ccc(F)cc2)CC1)N1CCOCC1,1.4%,-0.8%,11.0%,20.2%,7.38µM*,2.5%
[O-][n+]1onc2c1CCC(=N/O)/C2=N\Nc1ccccc1,.,?,7.38µM*,.,4.65µM*,17.8µM*
C=CCNC(=O)c1onc(CCl)c1C(=O)OC,-2.4%,3.2%,15.1%,-51.8%,8.1%,?
O=C(Nc1ccc(CN2CCOCC2)cc1)c1cc2ccccc2o1,3.5%,-6.0%,21.3%,35.5µM*,.,0.1%
CCCNC(=O)C1Cc2cc(S(=O)(=O)N3CCCC3)ccc2N1C(C)=O (configuration not stated),-3.9%,-7.2%,-2.8%,16.1%,-40.6%,-2.4%
Cc1cc(=O)n2nc(N3CCCC(C(=O)NCc4cccc(Br)c4)C3)sc2n1 (configuration not stated),-0.5%,3.0%,?,5.9%,-21.4%,-1.6%
COc1cccc(OCC(=O)Nc2ccccc2NC(C)=O)c1,-5.0%,1.1%,?,-25.6%,.,10.0%
CSc1nc(-c2ccco2)nn1C(=O)c1ccco1,-6.0%,-0.2%,-0.1%,-2.8%,-8.9%,?
COc1ccc(CC(=O)N(CCC2=CCCCC2)c2c(N)n(Cc3ccccc3)c(=O)[nH]c2=O)cc1OC,-11.7%,.,?,?,?,1.4%
COc1ccc(N2CC(C(=O)Nc3ccccc3N3CCCC3)CC2=O)c(OC)c1 (configuration not stated),8.4%,.,15.5%,8.91µM*,6.0%,0.1%
COC(=O)CSc1ncnc2c(C)csc12,0.1%,-2.6%,40.8%[activator],-4.9%,-13.1%,0.9%
COc1ccccc1NC(=O)Cn1cncc1-c1ccc([N+](=O)[O-])cc1,-9.9%,3.7%,-11.1%,-5.9%,-6.5%,-4.4%
CC(C)CN1C(=O)c2ccccc2C1(O)Cc1ccccc1 (configuration not stated),3.3%,-1.0%,?,-21.1%,-6.5%,-28.9%
COc1ccc(C(=O)O/N=C(/c2cccs2)C(C)(C)C)cc1,-2.5%,-3.2%,82.2%[activator],0.2%,37.5%[activator],8.7%
O=C(Nc1ccc(N2CCCCCC2)cc1)c1ccc[nH]1,-21.0%,.,91.1%[activator],12.6%,-73.4%,-19.8%
Cc1noc(C)c1C(=O)Nc1ccc2c(c1)CCC2,3.3%,-1.1%,24.4%,.,14.7µM*,0.0%
O=C(O)CCc1ccc(-c2cccs2)n1NC(=O)c1ccccc1Br,-13.8%,3.1%,18.9%,?,40.4%[activator],?
Cc1ccccc1CSc1nccn1-c1ccccc1,-16.3%,4.0%,24.0%,-20.1%,?,-20.4%
CCOC(=O)N1CCN(c2c(NCCCN(CC)c3cccc(C)c3)c(=O)c2=O)CC1,-1.1%,3.6%,.,6.8%,186.1%[activator],-33.2%
CCOc1ccc(-c2cc(C(=O)N3CCCC3)c3ccccc3n2)cc1,7.1%,-3.4%,30.3%[activator],-19.9%,-2.7%,-0.8%
O=c1[nH]c2ccccc2c(O)c1O,?,-23.6%,13.1µM*,?,10.4µM*,?
CN1CCc2c(sc(NC(=O)c3ccc4ccccc4c3)c2C(N)=O)C1,.,-6.8%,-70.2%,.,?,8.7%
NC(=O)NC(=O)COC(=O)c1cccc(NS(=O)(=O)/C=C/c2ccccc2)c1,-4.9%,3.2%,-10.4%,21.9%,6.3%,.
CC(C)CCC(=O)OC1CCC2C3CCC4=CC(=O)CC[C@]4(C)C3CC[C@]12C (some centres not stated),3.9%,.,13.5µM*,.,12µM*,.
CC(=O)Nc1ccc(C2=NN(Cc3nnc(-c4ccccc4)o3)C(=O)SC2)cc1,14.2%,-1.0%,?,-6.3%,?,-4.6%
COC(=O)c1ccccc1NC(=O)NCc1ccccc1,0.2%,-0.1%,?,2.6%,-11.6%,3.3%
COc1cccc(-c2coc3cc4oc(=O)c(CC(=O)O)c(C)c4cc23)c1,-9.7%,0.6%,-6.6%,26.3%,-4.3%,2.0%
O=C(Nc1ccc(N2CCOCC2)nc1)c1ccc(F)cc1,-1.9%,-3.9%,55.0%[activator],0.1%,40.1%[activator],4.1%
C#CCOCCOCCOCCNc1nc(N2CCN(C(=O)Cn3cc(CCO)nn3)CC2)nc(N2CCN(C(=O)[C@H](C(C)C)n3cc(CCO)nn3)CC2)n1,-6.0%,1.6%,15.6%,4.5%[8.37 µM],-19.5%,-14.8%
Cc1ccc(C(=O)CC(=O)c2cc(Cl)ccc2O)cc1,3.9%,4.3%,?,12.6µM*,.,-1.1%
COc1ccc(-n2c(CSc3nc(C)cc(C)n3)nnc2SCC(=O)Nc2nccs2)cc1,5.6%,-4.1%,5.4%,8.2%,30.2%[activator],7.2%
CCOc1ccc(C(C)=O)cc1COc1ccc(C)nc1[N+](=O)[O-],3.4%,-2.7%,-5.9%,?,-14.8%,10µM*
COc1ccc(CCNC(=O)NS(=O)(=O)c2ccc(C)cc2)cc1OC,-8.5%,6.6%,-0.2%,3.9%,15.1%,1.4%
Cc1ccc(C)c(Cn2nc(-c3cc(C)ccc3C)ccc2=O)c1,1.1%&-0.5%,-0.9%,0.0%,-29.8%,-10.9%,-6.8%&-3.9%
CCOC(=O)Cc1nnc(NC(=O)c2ccccc2OC)s1,-6.3%,1.1%,0.1%,3.7%,25.5%,-0.6%
O=C(c1cccc(F)c1)N1CCN(c2cccc(C(F)(F)F)c2)CC1,-3.6%,0.7%,?,?,-2.4%,-3.0%
O=C(CN(Cc1ccco1)C(=O)c1ccc([N+](=O)[O-])cc1)Nc1ccccc1C(F)(F)F,-8.1%,.,?,-5.9%,42.2%[activator],20µM*
CCSC(=S)c1c(C)[nH]n(-c2ccccc2)c1=O,-0.1%,-0.6%,-0.8%,?,-13.9%,-20.8%
C=CC(O)Cc1c(C)n[nH]c1C (configuration not stated),-1.8%,-6.7%,3.2%,8.8%,-14.7%,4.7%

An excerpt of these results, as labelled records:
Cc1ccc(C)c(Cn2nc(-c3cc(C)ccc3C)ccc2=O)c1
  Tb PYK inh: 1.1%&-0.5%
  LmPK inh: -0.9%
  Pf growth 48h: 0.0%
  HCV inh: -29.8%
  Pf growth 96h: -10.9%
  Sm TGR block: -6.8%&-3.9%

CCOC(=O)Cc1nnc(NC(=O)c2ccccc2OC)s1
  Tb PYK inh: -6.3%
  LmPK inh: 1.1%
  Pf growth 48h: 0.1%
  HCV inh: 3.7%
  Pf growth 96h: 25.5%
  Sm TGR block: -0.6%

O=C(c1cccc(F)c1)N1CCN(c2cccc(C(F)(F)F)c2)CC1
  Tb PYK inh: -3.6%
  LmPK inh: 0.7%
  Pf growth 48h: ?
  HCV inh: ?
  Pf growth 96h: -2.4%
  Sm TGR block: -3.0%
